# 697 NFkB inh: inhibitors of PMA/ionomycin-induced NF-kB reporter, 697 cells, primary screen, B-cell NF-kB inhibitor project, cell-based, luminescence, uHTS; 0.33% of 330,000 active; 697 B-cell NF-kB luciferase reporter, 16 h; inhibition, % at 4 µM; AID 435022, 2010; in the data active = inhibition above about 35%
# EBI2 antag: EBI2 receptor antagonists, beta-arrestin recruitment, primary screen, cell-based, luminescence, 7a,25-OHC stimulation, uHTS | 7a,25-OHC stimulated | 0.81% of 360,000 active | inhibition, % at 5 µM | G-protein coupled receptor 183 (Homo sapiens), P32249; in the data active = inhibition above about 38%;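 note: enzyme fragment complementation signal reports receptor beta-arrestin coupling in cells; 0% = agonist plus DMSO wells and 100% = wells without agonist; some results beyond the cut were filed as inactive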
# CXCR6 block: CXCR6 receptor inhibitors, primary screen, cell-based, beta-arrestin, luminescence, CHO-K1 PathHunter, 1536-well; AID 602244, 2012; C-X-C chemokine receptor type 6 (Homo sapiens), O00574; 0.36% of 360,000 active; inhibition, % at 20 µM; in the data active = inhibition above about 34%, passing the limit was not always enough;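 note: antagonist mode with CXCL16 agonist at 10 nM final; 0% = 10 nM CXCL16 with DMSO and 100% = unstimulated wells without agonist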
# UBC13 polyUb: UBC13 polyubiquitin chain formation inhibitors, primary screen, biochemical, TR-FRET, uHTS | Ubiquitin-conjugating enzyme E2 N (Homo sapiens), P61088 | inhibition, % at 20 µM | 0.47% of 330,000 active; in the data active = inhibition above about 45%, passing the limit was not always enough; inconclusive = no clear call, values can overlap the other calls
# Target sequence (P61088 whole entry, looked up): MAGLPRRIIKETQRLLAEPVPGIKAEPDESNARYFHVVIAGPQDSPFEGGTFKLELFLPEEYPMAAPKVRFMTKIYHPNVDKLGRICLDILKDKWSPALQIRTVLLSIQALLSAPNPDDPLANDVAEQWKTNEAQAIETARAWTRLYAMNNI
# APJ antag: antagonists of human apelin receptor APJ, primary screen, CHO-K1 cells, beta-arrestin complementation, luminescence; P35414; inhibition, % at 20 µM; 0.32% of 330,000 active; AID 2521, 2010;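 active = inhibition above about 40% at 20 µM, limit read from the data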;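 note: cells challenged with 10 nM apelin-13 agonist together with compound; plate controls were apelin-13 plus DMSO wells for no effect and DMSO wells lacking apelin-13 for full effect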
# Target sequence (P35414 whole entry, looked up): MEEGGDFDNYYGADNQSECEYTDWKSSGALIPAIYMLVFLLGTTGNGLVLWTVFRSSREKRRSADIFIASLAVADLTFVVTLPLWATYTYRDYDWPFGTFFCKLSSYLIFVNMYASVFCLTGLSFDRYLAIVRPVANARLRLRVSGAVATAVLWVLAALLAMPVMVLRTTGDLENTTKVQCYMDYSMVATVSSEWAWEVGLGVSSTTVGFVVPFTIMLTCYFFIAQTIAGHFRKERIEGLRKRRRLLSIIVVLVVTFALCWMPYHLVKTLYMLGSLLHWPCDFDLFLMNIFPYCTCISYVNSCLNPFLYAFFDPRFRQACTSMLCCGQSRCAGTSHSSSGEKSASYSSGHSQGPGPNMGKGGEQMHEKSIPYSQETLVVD
# Gli-Sufu antag: Gli-Sufu pathway antagonists, primary screen, luciferase luminescence, Sufu-KO-LIGHT cells, uHTS; Sufu-KO-LIGHT fibroblasts, Gli luciferase reporter luminescence; inhibition, % at 5 µM; 0.74% of 340,000 active;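 active = inhibition above about 55%, limit read from the data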;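 note: 0% = DMSO-treated cells and 100% = wells with medium but no cells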
# Jurkat NFkB inh: inhibitors of induced NF-kB luciferase reporter, primary screen, TCR NF-kB activation inhibitor project, cell-based, luminescence, uHTS | AID 435003, 2010 | 0.53% of 330,000 active | inhibition, % at 4 µM | Jurkat, PMA/ionomycin-induced NF-kB luciferase reporter; in the data active = inhibition above about 50%
# CCR6 antag: CCR6 receptor antagonists, primary screen, cell-based, CHO-K1, luminescence, beta-arrestin, uHTS. C-C chemokine receptor type 6 (Homo sapiens), P51684. CHO-K1 CCR6 PathHunter beta-arrestin, CCL20-stimulated. inhibition, % at 20 µM. 0.49% of 340,000 active. AID 493098, 2011;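 active = compounds whose inhibition of the agonist-driven luminescence signal at 20 µM reaches about 50%, limit read from the data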;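 note: cells stimulated with CCL20 at 14 nM final; plate controls were DMSO with CCL20 for no effect and DMSO without agonist for full effect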
# Target sequence (P51684 whole entry, looked up): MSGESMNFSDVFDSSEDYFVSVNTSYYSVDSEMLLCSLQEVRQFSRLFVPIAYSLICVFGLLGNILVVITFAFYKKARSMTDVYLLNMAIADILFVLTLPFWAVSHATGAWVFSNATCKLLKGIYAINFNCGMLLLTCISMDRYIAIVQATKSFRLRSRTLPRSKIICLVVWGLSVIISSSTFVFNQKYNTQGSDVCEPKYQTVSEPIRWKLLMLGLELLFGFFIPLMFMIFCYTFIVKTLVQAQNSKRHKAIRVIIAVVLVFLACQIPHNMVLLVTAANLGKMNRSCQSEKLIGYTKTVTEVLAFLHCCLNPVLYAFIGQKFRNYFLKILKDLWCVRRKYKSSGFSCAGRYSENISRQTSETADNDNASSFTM
# Starred values were filed as active, the others as inactive; ? = inconclusive; . = not tested or not shown.
No.	compound	697 NFkB inh	EBI2 antag	CXCR6 block	UBC13 polyUb
1	CN(C)c1cccc(C(=O)NC2CCCc3ccccc32)c1 (stereo unspecified)	10	0	11	3
2	CC12COC3(P(=O)(c4ccccc4)c4ccccc4)CC1CCC23CP(=O)(c1ccccc1)c1ccccc1 (stereo unspecified)	-13	5	21	-9
3	COc1ccc(/C=C(\NC(=O)c2ccccc2)C(=O)N2CCC(C)CC2)cc1	4	4	8	-1
4	CCC1(C)Cc2c(sc3nnn(CC(=O)Nc4ccc(C)cc4)c(=O)c23)CO1 (stereo unspecified)	9	0	2	-8
5	CCN(CC)CCOC(=O)c1ccc([N+](=O)[O-])cc1	10	5	-1	-9
6	O=C(c1noc2c1CSc1ccccc1-2)N1CCN(c2ccc(Cl)cc2)CC1	-3	24	5	-4
7	COc1ccc(-c2c(NC(C)=O)n(C)c3ccccc3c2=O)cc1	8	-3	2	13
8	O=C(NCc1ccccn1)c1nc(-c2cccs2)no1	5	-10	8	7
9	O=S(=O)(NCC1CCCO1)c1ccc(Br)cc1 (stereo unspecified)	5	-4	2	8
10	COc1cccc(NS(=O)(=O)Cc2ccccc2)c1	-4	-3	0	-4

No.	APJ antag	Gli-Sufu antag	Jurkat NFkB inh	CCR6 antag
1	11	21	7	7
2	3	7	-2	12
3	-8	4	1	-1
4	10	-8	-1	27
5	5	1	2	6
6	-24	2	20	14
7	-1	100*	7	-10
8	8	2	1	1
9	-11	-2	5	-9
10	6	-5	3	-12

# Further structures
No.	compound	697 NFkB inh	EBI2 antag	CXCR6 block	UBC13 polyUb
11	CC(=O)Cn1ncc(N(C)Cc2ccccc2)c(Cl)c1=O	-8	-1	4	-1
12	CN(C(=O)COC(=O)Cn1c(C(F)(F)F)nc2ccccc21)c1c(N)n(Cc2ccccc2)c(=O)[nH]c1=O	-4	9	6	-2
13	COc1ccc(S(=O)(=O)N2CCN(C(=O)N(C)C)C2C)cc1 (stereo unspecified)	-4	-7	-12	5
14	CCCc1nc2c(nnn2Cc2ccccc2)c(=O)[nH]1	-5	-4	5	-16
15	C#Cc1cccc(NC(=O)c2ccc(Cl)cc2Cl)c1	-110	-3	4	-1
16	CC(=O)N1CCc2ccc([N+](=O)[O-])cc21	.	-8	15	.
17	CCOC(=O)c1ccc(NC(=O)Nc2ccccn2)cc1	-83	8	-2	-10
18	COc1ccc(/C=N/OCc2ccc(Br)cc2)c(OC)c1	-4	17	-3	-3
19	COc1ccccc1C1N(c2cc(Cl)ccc2OC)C(=O)C2CCCN21 (stereo unspecified)	10	2	4	4
20	Cc1c(Br)c(C(F)(F)F)nn1CC(=O)N1CCCC1	4	-1	5	0

No.	APJ antag	Gli-Sufu antag	Jurkat NFkB inh	CCR6 antag
11	9	-13	-29	-2
12	13	-19	-23	12
13	10	0	0	6
14	-9	1	-12	-24
15	12	-23	-105	6
16	.	5	.	5
17	7	-56	-121	-9
18	11	0	8	12
19	-41	-2	8	8
20	3	-2	-6	-4

# (next part)
No.	compound	697 NFkB inh	EBI2 antag	CXCR6 block	UBC13 polyUb
21	O=C(Nc1cccc2ccccc12)c1cn(-c2ccccc2)nc1-c1cccs1	19	17	-6	-5
22	CCN1C(c2ccccc2)=C(c2ccccc2)S/C1=C/C=C1\SC(=S)N(C)C1=O	.	-5	-16	.
23	O=c1cc[nH]c2cc(C(F)(F)F)ccc12	8	-3	-3	-1
24	COC(=O)c1cc(OC)c(OC)cc1NC(=O)Cn1nnc(-c2ccccc2Cl)n1	8	-4	-4	25
25	COCCNC(=O)NC(=O)COC(=O)C1(c2ccc(Cl)cc2)CC1	-7	10	-4	-8
26	C=CCN(C(=O)CNC(=O)c1ccco1)C(C(=O)NC1CCCC1)c1ccc(OC)cc1 (stereo unspecified)	21	3	7	3
27	O=C1CCCN1c1ccc(N2CCCC2=O)cc1	-3	3	-3	4
28	O=C(OCC(=O)N1CCC(Cc2ccccc2)CC1)c1cc(Cl)ccc1O	3	2	-1	9
29	CC1CCCCN1C(=O)CCS(=O)(=O)c1cccc2nonc12 (stereo unspecified)	14	-3	4	-11
30	CCC1(C(=O)OC)NC(c2cccc(F)c2)C2C(=O)N(C)C(=O)C21 (stereo unspecified)	-3	0	-1	-7

No.	APJ antag	Gli-Sufu antag	Jurkat NFkB inh	CCR6 antag
21	22	3	-4	5
22	.	9	.	-74
23	-3	1	17	-30
24	9	2	-3	5
25	6	14	4	0
26	-7	13	2	-8
27	6	.	14	3
28	-26	-3	5	13
29	-7	18	-1	1
30	3	1	0	9

# 12 structures out of the list, arranged by number of heavy atoms, falling.
No.	compound	697 NFkB inh	EBI2 antag	CXCR6 block	UBC13 polyUb
2	CC12COC3(P(=O)(c4ccccc4)c4ccccc4)CC1CCC23CP(=O)(c1ccccc1)c1ccccc1 (stereo unspecified)	-13	5	21	-9
12	CN(C(=O)COC(=O)Cn1c(C(F)(F)F)nc2ccccc21)c1c(N)n(Cc2ccccc2)c(=O)[nH]c1=O	-4	9	6	-2
22	CCN1C(c2ccccc2)=C(c2ccccc2)S/C1=C/C=C1\SC(=S)N(C)C1=O	.	-5	-16	.
6	O=C(c1noc2c1CSc1ccccc1-2)N1CCN(c2ccc(Cl)cc2)CC1	-3	24	5	-4
28	O=C(OCC(=O)N1CCC(Cc2ccccc2)CC1)c1cc(Cl)ccc1O	3	2	-1	9
30	CCC1(C(=O)OC)NC(c2cccc(F)c2)C2C(=O)N(C)C(=O)C21 (stereo unspecified)	-3	0	-1	-7
29	CC1CCCCN1C(=O)CCS(=O)(=O)c1cccc2nonc12 (stereo unspecified)	14	-3	4	-11
13	COc1ccc(S(=O)(=O)N2CCN(C(=O)N(C)C)C2C)cc1 (stereo unspecified)	-4	-7	-12	5
11	CC(=O)Cn1ncc(N(C)Cc2ccccc2)c(Cl)c1=O	-8	-1	4	-1
14	CCCc1nc2c(nnn2Cc2ccccc2)c(=O)[nH]1	-5	-4	5	-16
20	Cc1c(Br)c(C(F)(F)F)nn1CC(=O)N1CCCC1	4	-1	5	0
9	O=S(=O)(NCC1CCCO1)c1ccc(Br)cc1 (stereo unspecified)	5	-4	2	8

No.	APJ antag	Gli-Sufu antag	Jurkat NFkB inh	CCR6 antag
2	3	7	-2	12
12	13	-19	-23	12
22	.	9	.	-74
6	-24	2	20	14
28	-26	-3	5	13
30	3	1	0	9
29	-7	18	-1	1
13	10	0	0	6
11	9	-13	-29	-2
14	-9	1	-12	-24
20	3	-2	-6	-4
9	-11	-2	5	-9

# The listing continues:
No.	compound	697 NFkB inh	EBI2 antag	CXCR6 block	UBC13 polyUb
31	Cc1cccc(C)c1NC(=O)C(c1ccccc1)N1CCC2(CC1)OCCO2 (stereo unspecified)	-8	1	9	-1
32	CCCC(=O)Nc1nc2ccc(NC(=O)c3ccccc3F)cc2s1	-76	-20	10	13
33	CC(C)C[C@@H]1NC(=O)[C@H](C(C)C)NC(=O)c2cc([N+](=O)[O-])cc(I)c2OCC[C@@H](C(N)=O)NC1=O	-22	-2	-2	-18
34	O=C(Cn1c(=O)cnc2ccccc21)Nc1cccc(S(=O)(=O)N2CCOCC2)c1	30	-14	2	-1
35	O=S(=O)(c1cc(Cl)ccc1Cl)N1CCN(c2ccccn2)CC1	5	10	1	4
36	CCS(=O)(=O)N1CCCC(C(=O)NC2CCC(C)CC2)C1 (stereo unspecified)	9	-2	-7	9
37	COc1ccc(C2=NS(=O)(=O)N(C)C(C(=O)NCc3ccc4c(c3)OCO4)=C2)cc1OC	10	-6	0	-5
38	CN(CC(=O)Nc1ccc(Cl)c(C(F)(F)F)c1)C(=O)C1CC(=O)N(C2CCCC2)C1 (stereo unspecified)	7	4	4	9
39	Cn1ccnc1SCC(=O)c1ccc(F)cc1	-36	8	-7	0
40	CCCn1c(NC(=O)c2ccc(F)cc2)nc2ccccc21	-41	9	3	26

No.	APJ antag	Gli-Sufu antag	Jurkat NFkB inh	CCR6 antag
31	3	-22	-6	-20
32	-3	-38	60*	8
33	17	17	10	5
34	-13	7	0	13
35	18	0	17	8
36	-5	3	-8	-29
37	3	-13	7	9
38	16	9	15	12
39	-11	-7	-19	10
40	-13	-5	-23	4

# Going on with the list:
No.	compound	697 NFkB inh	EBI2 antag	CXCR6 block	UBC13 polyUb
41	O=C(NCc1cccc(Cl)c1)c1ccc2ccccc2n1	15	7	2	4
42	O=C(Nc1ccc(S(=O)(=O)N2CCOCC2)cc1)c1ccc([N+](=O)[O-])o1	-42	4	-8	-31
43	CCOCCCNC(C(=O)Nc1ccc(OC)c(Cl)c1)c1ccccc1 (stereo unspecified)	15	7	3	8
44	COc1cc(OC)cc(C(=O)Nc2c(C)nn(-c3ccccc3)c2C)c1	-2	-2	-4	0
45	Cn1nnnc1SCc1ccc(C(=O)Nc2ccccc2F)cc1	12	10	4	6
46	Cc1nnc(-c2ccc(N3CCOCC3)c([N+](=O)[O-])c2)o1	13	-6	8	-35
47	CC1(C)Cc2nc3oc4c(SCC(N)=O)ncnc4c3cc2CO1	-2	4	-10	-9
48	COc1ccc(-n2c(C)c(C(C)=O)c3cc(OCC(N)=O)ccc32)cc1	17	-3	-7	-1
49	Oc1ccc(-c2[nH]ncc2-c2cnn(-c3ccccc3)c2)c(O)c1	30	2	-4	19
50	O=S(=O)(c1ccccc1)N(c1ccccc1)S(=O)(=O)c1ccccc1	.	23	7	.

No.	APJ antag	Gli-Sufu antag	Jurkat NFkB inh	CCR6 antag
41	4	1	8	12
42	-48	4	11	2
43	4	14	3	4
44	-3	1	19	0
45	-9	1	-17	-9
46	-3	-2	-8	-2
47	12	-4	11	-1
48	-1	-30	-2	3
49	2	-5	0	2
50	.	-4	.	12

# The list continues:
No.	compound	697 NFkB inh	EBI2 antag	CXCR6 block	UBC13 polyUb
51	Cc1ccc(S(=O)(=O)N2CCCCC2)cc1NC(=O)CCOc1ccccc1	-35	4	12	-7
52	CC(CCc1ccccc1)NC(=O)CNC(=O)c1cccs1 (stereo unspecified)	17	4	6	0
53	O=S(=O)(Cc1cc(Cl)nc(-c2ccccc2)n1)c1ccccc1	11	22	10	?
54	Cc1ccc(-c2nc(CS(=O)CC(=O)NCCN3CCCC3)c(C)o2)cc1 (stereo unspecified)	4	-1	2	2
55	NS(=O)(=O)c1ccc(CCNC(=O)CSc2nc3ccsc3c(=O)n2CCCCCC(=O)O)cc1	16	-11	4	3
56	COc1ccc(NC(=O)c2ccc3c(c2)S(=O)(=O)c2ccccc2C3=O)cc1	2	-6	-8	-7
57	COc1cccc2c(=O)cc(C)n(CC(=O)Nc3ccc(C)c(C)c3)c12	-34	3	-14	-6
58	O=S(=O)(Nc1ccc(N2CCOCC2)cc1)c1cc(Cl)ccc1Cl	16	-19	3	-5
59	COC(=O)COc1ccc2c(c1)O/C(=C\c1cccc([N+](=O)[O-])c1)C2=O	14	19	1	3
60	CCCCOc1ccc(C(=O)OC(C)CN(C)C)cc1 (stereo unspecified)	-38	-9	-5	2
61	CCCCNC(=O)Nc1ccccc1C(=O)Nc1ccc(OC)cc1	-22	-5	-2	-8
62	CCCc1nc(SCc2ccccc2Cl)n[nH]1	21	5	-1	-2
63	Cc1ccc(C(=O)N2CCN(c3ccc([N+](=O)[O-])c(NCc4ccco4)c3)CC2)cc1	11	42*	8	-22

No.	APJ antag	Gli-Sufu antag	Jurkat NFkB inh	CCR6 antag
51	-19	-1	-10	21
52	5	-1	6	15
53	-14	-20	0	7
54	9	15	-4	1
55	4	-9	7	14
56	-122	-17	-1	9
57	2	2	-3	7
58	0	3	5	0
59	0	2	21	18
60	0	6	-21	-1
61	-3	-2	-2	0
62	15	-5	-10	-6
63	-8	12	16	15

# From PubChem BioAssay
